Assay outcomes: PubChem, National Center for Advancing Translational Sciences (NCATS)
Vif-APOBEC3F blk – inhibitors of Vif-A3F interaction; HeLa A3F-eYFP + Vif (tagged APOBEC3F with the HIV-1 protein that degrades it), YFP fluorescence increase; Potency, µM (doses to about 46.1 µM), without a hit: at the top dose activity, negative = active; 390,000 compounds, 0.2% hits; further: potency means the concentration at half of the fitted maximal effect; % of control where 0% means no effect; nearly all actives have a fitted effect of over 65% in size
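HeLa cells stably expressing Vif plus C-terminally eYFP-tagged A3F were seeded, incubated overnight at 37 deg C, dosed with compound, incubated overnight again at 37 deg C. Yellow fluorescence (Ex 488/Em 500-530) reported blocked Vif-mediated A3F-eYFP degradation.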
D1 PAM – potentiators of human D1 dopamine receptor; HEK293 TREx D1 cells, calcium flux, dopamine EC20 potentiation; 360,000 compounds, 0.036% hits; potentiation, % at 10 µM; in the data active means potentiation above about 30%; further: 0% is about no effect
Target sequence (P21728 whole entry, looked up): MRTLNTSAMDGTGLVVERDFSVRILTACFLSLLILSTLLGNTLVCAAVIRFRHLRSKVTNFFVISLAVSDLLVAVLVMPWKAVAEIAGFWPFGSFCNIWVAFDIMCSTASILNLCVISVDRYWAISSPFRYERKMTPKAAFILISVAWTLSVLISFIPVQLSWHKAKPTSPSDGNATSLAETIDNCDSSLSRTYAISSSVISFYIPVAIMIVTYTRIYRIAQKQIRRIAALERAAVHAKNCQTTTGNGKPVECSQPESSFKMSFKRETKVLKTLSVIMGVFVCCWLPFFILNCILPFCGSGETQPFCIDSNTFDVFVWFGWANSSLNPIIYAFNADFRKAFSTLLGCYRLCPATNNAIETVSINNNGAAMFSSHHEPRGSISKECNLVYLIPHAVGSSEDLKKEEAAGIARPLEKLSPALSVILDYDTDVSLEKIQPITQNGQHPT
RXFP1 ag – activates the human relaxin receptor RXFP1 | Potency, µM (doses to about 57.5 µM), for the others: top-dose activation, actives largely listed as activators | 370,000 compounds, 0.3% hits | Q9HBX9 | HEK293T-RXFP1 cAMP TR-FRET, 30 min; response scale: percent of porcine relaxin response, buffer zero; further: potency means the concentration at half of the fitted maximal effect; on the % scale 0 is the no-effect control and ±100 the full control effect; nearly all actives have a fitted effect of over 60% in size; many of its hits are not listed in these tables
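HEK293 cells stably expressing RXFP1, treated 30 min at 37C with compounds plus PDE4 inhibitor Ro 20174; cAMP measured by HTRF TR-FRET. Normalized to buffer and 29 nM porcine relaxin; EC50 by Hill fit.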
LDHA block – LDHA (human) enzyme inhibition | P00338 | purified LDHA, NADH/diaphorase-resazurin fluorescence; active compounds read low | AID 1347041 | 480,000 compounds, 0.15% hits | activity change, % (values are at about 110 or 230 µM); in the data active means activity change below about -30%;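 further: plate controls were DMSO wells for no effect and wells without enzyme for full effect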
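LDH5 2 nM; NADH 0.06 mM, pyruvate 0.2 mM; 200 mM Tris pH 7.4, EDTA, Tween-20; 5 min RT. Detection: diaphorase 0.133 mg/mL + resazurin 37 µM, fluorescence ex540/em590 at 0 and 20 min; normalized to enzyme-free and DMSO wells.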
D2 potentiator – positively modulates the human D2 dopamine receptor allosterically; P14416; HEK293 T-REx D2, calcium flux, EC20 dopamine potentiation; potentiation, % at 10 µM; 340,000 compounds, 0.34% hits; AID 485347;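 active means potentiation over 3 SD above the plate norm, cut at about 30% in these data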; further: 0% is about no effect
Target sequence (P14416 whole entry, looked up): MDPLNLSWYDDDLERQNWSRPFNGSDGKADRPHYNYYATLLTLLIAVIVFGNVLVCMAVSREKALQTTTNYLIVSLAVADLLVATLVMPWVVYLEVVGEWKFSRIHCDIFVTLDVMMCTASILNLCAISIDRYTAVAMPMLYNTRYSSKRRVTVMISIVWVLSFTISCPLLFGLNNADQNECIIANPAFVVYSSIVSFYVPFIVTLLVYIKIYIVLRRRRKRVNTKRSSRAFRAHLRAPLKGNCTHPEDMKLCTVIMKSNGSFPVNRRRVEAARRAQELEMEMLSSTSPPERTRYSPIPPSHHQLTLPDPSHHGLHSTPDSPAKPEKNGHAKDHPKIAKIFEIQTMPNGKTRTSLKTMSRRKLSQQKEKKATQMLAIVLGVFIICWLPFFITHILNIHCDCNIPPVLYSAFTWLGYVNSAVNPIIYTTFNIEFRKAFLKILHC
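Calcium flux readout, no-wash dye, 1 read/s. Inducible HEK293 Trex D2 line, overnight 30 C. Compound alone 180 s (agonist flags), then EC20 dopamine, another 180 s to score potentiation.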
D1 antag – human D1 dopamine receptor antagonism. HEK293 TREx D1 cells, calcium flux, dopamine EC80; active compounds read low. AID 504652. 360,000 compounds, 3.2% hits. activity change, negative = inhibition, % at 10 µM. P21728; in the data active means activity change below about -30%; further: on the % scale 0 is the no-effect control and ±100 the full control effect
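Kinetic fluorescence of a calcium dye serves as the read-out. D1-expressing Hek293 Trex cells, induced overnight at 30 C, are exposed to compound for 180 s before an EC80 dopamine addition, then read 180 s further.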
GRP78 ERSR act – induces the endoplasmic reticulum stress response in human glioma cells; U87-MG GRP78 promoter luciferase reporter, 16 h; 420,000 compounds, 0.02% hits; Potency, µM, inactives show top-dose activation, usual class: activators; further: potency means the concentration at half of the fitted maximal effect; series mostly up to about 76 µM; % of control where 0% means no effect; nearly all actives have a fitted effect of over 35% in size
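ERSR induction read as luciferase luminescence (Bright-Glo, 10 min at room temperature) in stably transfected human U87-MG glioma cells exposed to compounds for 16 h, using GRP78 as sensor.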
D1 agonist – human D1 receptor agonism. HEK293 T-REx D1 cells, calcium flux, agonist mode. activation, % at 2 µM. 360,000 compounds, 1% hits. AID 504660; in the data active means activation above about 30%; further: 0% is about no effect
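Inducible HEK293 T-REx D1 cells, force-coupled to calcium signalling, were plated at 4000 cells/well with tetracycline and held overnight at 30 C. After no-wash calcium dye loading, compound-evoked calcium rise over 180 s flagged agonists.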
Vif-APOBEC3G blk – blocks the Vif interaction with human APOBEC3G; Q9HC16; HeLa A3G-eYFP + Vif (tagged APOBEC3G with the HIV-1 protein that degrades it), YFP fluorescence, overnight; Potency, µM (doses to about 46.1 µM), inactives show at the top dose activity, negative = active, hits mostly inhibitors; 410,000 compounds, 0.076% hits; AID 602310;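 further: potency means the concentration at half of the fitted maximal effect; on the % scale 0 is the no-effect control and ±100 the full control effect; nearly all actives have a fitted effect of over 60% in size; hits raise eYFP signal because A3G escapes Vif-driven loss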
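Read-out is eYFP fluorescence (Ex 488/Em 500-530) from Vif-expressing HeLa A3G-eYFP cells; more signal means A3G escaped Vif-mediated degradation. Cells plated overnight, compound pinned in, incubated overnight at 37 deg C.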
The depositor's hits bear a star; & = joins results of further samples. Unless noted, the call rests on the fitted dose curve; in most records, active means well fitted curve in the direction sought with a large enough effect; inconclusive means small, poorly fitted or top-dose-only effect, or another doubt; inactive means no such curve, though single readings can be large; an effect the other way counts as inactive or inconclusive. Some of the compounds tested; count on the stated rates, not on these rows.

For CSc1ccc(S(=O)(=O)NC2CCCCCC2)cc1 the results were Vif-APOBEC3F blk -13%, D1 PAM -4, RXFP1 ag -0.1%, LDHA block -4, D2 potentiator -11, D1 antag -19, GRP78 ERSR act 1%, D1 agonist 14 and Vif-APOBEC3G blk -1%.
Screening COc1cccc(C(=O)NCCS(=O)(=O)N(C)Cc2ccccc2)c1 returned Vif-APOBEC3F blk 4%, D1 PAM -12, RXFP1 ag 0.2%, LDHA block -3, D2 potentiator 3, D1 antag -2, GRP78 ERSR act -3%, D1 agonist 5 and Vif-APOBEC3G blk -5%.
Screening Cc1ccccc1OCCn1c(=S)[nH]c2ccccc21 returned Vif-APOBEC3F blk -21%, D1 PAM 0, RXFP1 ag 0.6%, LDHA block -5, D2 potentiator 0, D1 antag -6, GRP78 ERSR act -3%, D1 agonist 3 and Vif-APOBEC3G blk -26%.
Cc1cc(C)nc(SCC(=O)Nc2ncccn2)n1 was read as D1 PAM 0, RXFP1 ag 5.1%, D2 potentiator 0, D1 antag 3 and D1 agonist 2.
Screening O=C(NCc1ccc(F)cc1)Nc1ccccc1 returned Vif-APOBEC3F blk 0%, D1 PAM 0, RXFP1 ag 2.2%, LDHA block -1, D2 potentiator -10, D1 antag 6, GRP78 ERSR act 4%, D1 agonist 4 and Vif-APOBEC3G blk 0%.
For COC(=O)c1cccc(C23CC4(C2)[C@H](CN(Cc2ccc(-c5ccccc5)cc2)[C@@H]4c2ccccc2)C3c2ccc(Cl)nc2)c1 (some centres not stated) the results were Vif-APOBEC3F blk 8%, D1 PAM -9, RXFP1 ag 0.9%, LDHA block -3, D2 potentiator -20, D1 antag -36*, GRP78 ERSR act -1%, D1 agonist 2 and Vif-APOBEC3G blk -1%.
`CCCCCC(=O)N1C[C@@H](n2cc(-c3ccc(F)cc3)nn2)[C@H](O)C[C@@H]1c1ccc(OC)cc1` gave Vif-APOBEC3F blk -14%, LDHA block -2, GRP78 ERSR act -4% and Vif-APOBEC3G blk -6%.
`COc1ccccc1NC(=O)c1c(NC(=O)c2cccs2)sc2c1CCC(C(C)(C)C)C2` (configuration not stated) gave Vif-APOBEC3F blk -8%, D1 PAM -2, RXFP1 ag 4.0%, LDHA block -8, D2 potentiator 15, D1 antag -1, GRP78 ERSR act -3%, D1 agonist 2 and Vif-APOBEC3G blk 10%.
For CC(C)c1ccc(C(=O)N2CCN(CCO)CC2)cc1 the results were Vif-APOBEC3F blk 0%, D1 PAM -2, RXFP1 ag 1.4%, LDHA block -1, D2 potentiator -6, D1 antag -3, GRP78 ERSR act 0%, D1 agonist 0 and Vif-APOBEC3G blk -1%.
Cc1c(CCO)c(=O)[nH]n1S(=O)(=O)c1cccc(C(F)(F)F)c1 was read as Vif-APOBEC3F blk -4%, D1 PAM 0, RXFP1 ag -0.8%, LDHA block -4, D2 potentiator 4, D1 antag -23, GRP78 ERSR act -5%, D1 agonist 2 and Vif-APOBEC3G blk 2%.
`Cc1ccc(NC(=O)Nc2ccc3c(c2)N(C)C(=O)c2ccccc2S3)c(C)c1` gave Vif-APOBEC3F blk -2%, D1 PAM 2, RXFP1 ag 0.6%, LDHA block 3, D2 potentiator -1, D1 antag -4, GRP78 ERSR act -4%, D1 agonist 3 and Vif-APOBEC3G blk 1%.
`CCc1ccc(NC(=O)C[n+]2cc(-c3ccc(C)cc3)n3c2CCC3)cc1` gave Vif-APOBEC3F blk 2%, D1 PAM -10, RXFP1 ag 0.3%, LDHA block 0, D1 antag -28, GRP78 ERSR act -8%, D1 agonist 0 and Vif-APOBEC3G blk 0%.
`Cc1ccccc1CN(C)C[C@@H]1OCc2cnnn2CCCC(=O)N([C@@H](C)CO)C[C@H]1C` gave Vif-APOBEC3F blk -8%, LDHA block 2, GRP78 ERSR act -2% and Vif-APOBEC3G blk 0%.
`Nc1ccccc1SC1CC(=O)N(c2ccc3c(c2)OCCO3)C1=O` (configuration not stated) gave Vif-APOBEC3F blk -5%, D1 PAM 0, RXFP1 ag 0.0%, LDHA block -13, D2 potentiator -1, D1 antag 8, GRP78 ERSR act 2%, D1 agonist 1 and Vif-APOBEC3G blk 3%.
`O=[N+]([O-])c1ccccc1CSc1nnc2ccccn12` gave Vif-APOBEC3F blk 10%, D1 PAM -1, RXFP1 ag 5.0%, LDHA block -15, D2 potentiator 2, D1 antag 5, GRP78 ERSR act -2%, D1 agonist 1 and Vif-APOBEC3G blk 0%.
Screening CN(C)c1ccc(NC(=O)CSc2nnc(C3CCCCC3)n2N)cc1 returned Vif-APOBEC3F blk -13%, D1 PAM 3, RXFP1 ag -3.7%, LDHA block 1, D2 potentiator 6, D1 antag -7, GRP78 ERSR act 10%, D1 agonist 0 and Vif-APOBEC3G blk 0%.
For Cc1ccc(/C=N/NC(=O)c2cc3c(ccc4ccccc43)o2)o1 the results were Vif-APOBEC3F blk -10%, D1 PAM -5, RXFP1 ag 3.9%, LDHA block -23, D2 potentiator 3, D1 antag -3, GRP78 ERSR act 5%, D1 agonist 5 and Vif-APOBEC3G blk -17%.
For CCOC(=O)Cc1csc(NC(=O)COc2ccccc2OC)n1 the results were Vif-APOBEC3F blk 0%, D1 PAM -4, RXFP1 ag 0.2%, LDHA block -5, D2 potentiator 24, D1 antag -2, GRP78 ERSR act -3%, D1 agonist 1 and Vif-APOBEC3G blk 2%.
`CSc1ccccc1N=Cc1nc(-c2ccccc2)oc1O` gave Vif-APOBEC3F blk -11%, D1 PAM 0, RXFP1 ag 0.8%, LDHA block -4, D2 potentiator 2, D1 antag 4, GRP78 ERSR act 9%, D1 agonist 5 and Vif-APOBEC3G blk 1%.
CCCCN(CC)CCNC(=O)c1cc2c(=O)[nH]c3ccccc3c2n1C was read as Vif-APOBEC3F blk 0%&2%, D1 PAM 4&0, RXFP1 ag 1.6%&0.3%, LDHA block 2&1, D2 potentiator -24, D1 antag -6&13, GRP78 ERSR act -3%&-4%, D1 agonist 0&0 and Vif-APOBEC3G blk 2%&2%.
`S=c1[nH]nc(-c2cccc(Cl)c2)n1/N=C/c1ccco1` gave Vif-APOBEC3F blk 11%, D1 PAM -6, RXFP1 ag 1.0%, LDHA block -4, D2 potentiator 8, D1 antag -10, GRP78 ERSR act -4%, D1 agonist 1 and Vif-APOBEC3G blk -4%.
For COc1ccc(N2C(=O)C(CC(=O)Nc3ccc(F)cc3)N(CCC3=CCCCC3)C2=O)cc1 (configuration not stated) the results were Vif-APOBEC3F blk -2%, D1 PAM -3, RXFP1 ag 0.6%, LDHA block -3, D2 potentiator -25, D1 antag -17, GRP78 ERSR act -3%, D1 agonist 3 and Vif-APOBEC3G blk 5%.
Screening CC1C(=O)N2CCCc3cc(NC(=O)C(=O)NCCN4CCOCC4)cc1c32 (configuration not stated) returned Vif-APOBEC3F blk -13%, D1 PAM 1, RXFP1 ag 1.0%, LDHA block 0, D2 potentiator -1, D1 antag 9, GRP78 ERSR act -3%, D1 agonist 1 and Vif-APOBEC3G blk 2%.
Cc1cccc(-c2nc(N)nc(N)n2)c1 was read as Vif-APOBEC3F blk 4%, D1 PAM -7, RXFP1 ag -0.3%, LDHA block -6, D2 potentiator 3, D1 antag -1, GRP78 ERSR act -5%, D1 agonist 1 and Vif-APOBEC3G blk -7%.
Screening C/C(=C\c1cccc(Cl)c1)C(=O)c1c(C)cc(C)[nH]c1=O returned Vif-APOBEC3F blk -9%, D1 PAM -6, RXFP1 ag 1.6%, LDHA block -4, D2 potentiator -6, D1 antag -9, GRP78 ERSR act -2%, D1 agonist 0 and Vif-APOBEC3G blk 0%.
Cc1ccccc1-c1nc(CS(=O)(=O)CC(=O)NCCCN2CCCC2)c(C)o1 was read as Vif-APOBEC3F blk -2%, RXFP1 ag -1.4%, LDHA block 1, D2 potentiator 17, D1 antag 12, GRP78 ERSR act -3%, D1 agonist 1 and Vif-APOBEC3G blk 7%.
Screening CNC(=O)c1cc2cc(Br)ccc2s1 returned Vif-APOBEC3F blk 0%, D1 PAM -3, RXFP1 ag 6.2%, LDHA block -10, D2 potentiator 3, D1 antag -22, GRP78 ERSR act -5%, D1 agonist 1 and Vif-APOBEC3G blk 1%.
For COc1cc(S(=O)(=O)NCC(c2ccco2)N2CCCCC2)ccc1NC(C)=O (configuration not stated) the results were Vif-APOBEC3F blk -20%, RXFP1 ag 1.3%, LDHA block -11, D2 potentiator -12, D1 antag 0, GRP78 ERSR act -4%, D1 agonist 4 and Vif-APOBEC3G blk 0%.

Grouped by structure: the compounds so far containing fluorine.
Screening O=C(NCc1ccc(F)cc1)Nc1ccccc1 returned Vif-APOBEC3F blk 0%, D1 PAM 0, RXFP1 ag 2.2%, LDHA block -1, D2 potentiator -10, D1 antag 6, GRP78 ERSR act 4%, D1 agonist 4 and Vif-APOBEC3G blk 0%.
`CCCCCC(=O)N1C[C@@H](n2cc(-c3ccc(F)cc3)nn2)[C@H](O)C[C@@H]1c1ccc(OC)cc1` gave Vif-APOBEC3F blk -14%, LDHA block -2, GRP78 ERSR act -4% and Vif-APOBEC3G blk -6%.
Cc1c(CCO)c(=O)[nH]n1S(=O)(=O)c1cccc(C(F)(F)F)c1 was read as Vif-APOBEC3F blk -4%, D1 PAM 0, RXFP1 ag -0.8%, LDHA block -4, D2 potentiator 4, D1 antag -23, GRP78 ERSR act -5%, D1 agonist 2 and Vif-APOBEC3G blk 2%.
For COc1ccc(N2C(=O)C(CC(=O)Nc3ccc(F)cc3)N(CCC3=CCCCC3)C2=O)cc1 (configuration not stated) the results were Vif-APOBEC3F blk -2%, D1 PAM -3, RXFP1 ag 0.6%, LDHA block -3, D2 potentiator -25, D1 antag -17, GRP78 ERSR act -3%, D1 agonist 3 and Vif-APOBEC3G blk 5%.
